hIAP act: human IAP activators, primary screen, biochemical, luminescence, uHTS; Intestinal-type alkaline phosphatase (Homo sapiens), P09923; purified human IAP, CDP-Star luminescence, 30 min; hits give high values; 1 = vehicle-only enzyme, 0 = enzyme-free background; activation factor at 10 µM; 330,000 tested, 0.16% active; AID 2524, 2010;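 active means activation factor of the enzyme at least 2-fold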; further: the source names both 10 and 20 µM as test concentration; values of inactives mirror those of a sister screen read the other way
Target sequence (P09923 whole entry, looked up): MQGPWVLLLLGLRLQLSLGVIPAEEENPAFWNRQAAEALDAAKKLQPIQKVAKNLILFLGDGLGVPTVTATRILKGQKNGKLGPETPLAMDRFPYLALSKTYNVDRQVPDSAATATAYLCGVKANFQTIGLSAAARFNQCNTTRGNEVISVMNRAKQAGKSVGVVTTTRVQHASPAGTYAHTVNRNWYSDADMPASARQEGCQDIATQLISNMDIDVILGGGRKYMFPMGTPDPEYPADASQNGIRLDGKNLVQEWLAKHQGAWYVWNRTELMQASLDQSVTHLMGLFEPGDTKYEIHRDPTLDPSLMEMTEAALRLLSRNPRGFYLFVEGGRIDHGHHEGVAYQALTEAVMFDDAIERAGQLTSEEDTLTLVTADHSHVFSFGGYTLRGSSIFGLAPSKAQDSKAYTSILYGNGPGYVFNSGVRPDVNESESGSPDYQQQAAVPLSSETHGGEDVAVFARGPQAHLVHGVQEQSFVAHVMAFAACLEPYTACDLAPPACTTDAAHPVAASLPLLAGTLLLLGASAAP
mIAP act: activators of mouse IAP, primary screen, biochemical, luminescence, uHTS | intestinal alkaline phosphatase [Mus musculus] | muIAP, CDP-Star luminescence, 30 min; hits give high values; 1 = vehicle-only enzyme signal, 0 = enzyme-free wells | activation factor at 10 µM | 330,000 tested, 0.24% active;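 active means activation factor of at least 2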; further: the source names both 10 and 20 µM as test concentration; values of inactives mirror those of a sister screen read the other way
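also added = chemiluminescent substrate CDP-Star | test system = mouse IAP enzyme | signal = chemiluminescence readout | compound = DMSO-dissolved test compounds | incubation = 30 min at room temperature | benchmarks = DMSO wells, no-enzyme wells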
APOBEC3A inh: APOBEC3A ssDNA deaminase inhibitors, primary screen, selectivity assay for APOBEC3G inhibitor project, biochemical, FAM/TAMRA oligo cleavage fluorescence | DNA dC->dU-editing enzyme APOBEC-3A (Homo sapiens), P31941 | recombinant A3A, FAM/TAMRA ssDNA deamination fluorescence | inhibition, % at 20 µM | 330,000 tested, 0.41% active | AID 493011, 2011;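 active means at least 40% inhibition at 20 µM here, with at most 30% in a related deaminase screen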;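 further: plate controls were A3A with DMSO for no effect and wells lacking A3A enzyme for full effect; some results filed as inactive read as strong as hits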
Target sequence (P31941 whole entry, looked up): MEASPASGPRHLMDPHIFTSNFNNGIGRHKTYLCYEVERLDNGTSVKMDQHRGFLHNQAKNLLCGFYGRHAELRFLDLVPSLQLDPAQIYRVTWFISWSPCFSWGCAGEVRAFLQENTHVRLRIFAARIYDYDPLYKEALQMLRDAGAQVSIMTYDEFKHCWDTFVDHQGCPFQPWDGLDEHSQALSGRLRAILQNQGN
GRIN3A LBD mod: binders of NR3A ligand-binding domain, primary screen, biophysical, differential scanning fluorimetry, uHTS; 340,000 tested, 2.5% active; NR3A LBD differential scanning fluorimetry, Tm shift; 0% = protein alone, 100% = glycine-bound protein; Tm shift relative to glycine control, % at 25 µM;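 active means melting temperature shift of at least 10% of the positive control shift, at one fixed dose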
mIAP inh: inhibitors of mouse IAP, primary screen, biochemical, luminescence, uHTS; intestinal alkaline phosphatase [Mus musculus]; purified mouse IAP, CDP-Star luminescence, 30 min; inhibition, % at 10 µM; 330,000 tested, 0.2% active; AID 2806, 2010;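 active means inhibition of at least 40% at 10 µM in the primary screen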;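 further: plate controls were DMSO with enzyme for no effect and no enzyme wells for full effect; values of inactives mirror those of a sister screen read the other way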
hIAP block: human IAP inhibitors, primary screen, biochemical, luminescence, uHTS; Intestinal-type alkaline phosphatase (Homo sapiens), P09923; purified IAP, CDP-Star luminescence, 30 min; inhibition, % at 10 µM; 330,000 tested, 0.12% active;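 active means inhibition reaching a set limit with compound at 10 µM in the primary screen, cut at about 35% in these data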;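 further: plate controls were DMSO wells with enzyme for no effect and no-enzyme buffer wells for full effect; values of inactives mirror those of a sister screen read the other way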
MPTP inh: mitochondrial permeability transition pore inhibitors, primary screen, biochemical, isolated mouse mitochondria, absorbance; inhibition, % at 10 µM; Ca2+ swelling absorbance, 30 min; 360,000 tested, 1.4% active;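 active means inhibition of 50% or more, scaled per plate between neutral and stimulator controls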;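 further: 0% = DMSO wells given calcium and 100% = 1 mM EGTA wells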
A3G deaminase: APOBEC3G DNA deaminase inhibitors, primary screen, biochemical, fluorescence, single-stranded DNA substrate, uHTS | recombinant A3G, ssDNA deamination FAM/TAMRA fluorescence | DNA dC->dU-editing enzyme APOBEC-3G (Homo sapiens), Q9HC16 | 330,000 tested, 0.28% active | inhibition, % at 20 µM;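 active means inhibition of at least 40% at 20 µM, with no more than 30% in the related APOBEC3A deaminase screen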;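 further: plate controls were DMSO wells with A3G for no effect and wells lacking A3G enzyme for full effect; some compounds called inactive have numbers as strong as hits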
MIN6 prolif: inducers of MIN6 beta-cell proliferation, primary screen, ATP luminescence, uHTS; MIN6 cells proliferation, ATPlite luminescence, 48 h; cells starved in 0.2% serum; 100% = growth in 10% serum; proliferation, % at 10 µM; 330,000 tested, 0.29% active; AID 2380, 2010;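 active means compounds whose signal lies at least 3.5 SD above the mean of all wells on their plate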;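 further: 0% = DMSO-treated cells in low-serum medium and 100% = 10% serum control; some compounds called inactive have numbers as strong as hits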
* marks the source's active call; other numbers are inactive results; . = no result given. Random draw from the library, and some 5% of all compounds hit somewhere here.

Values run as follows: hIAP act, mIAP act, APOBEC3A inh, GRIN3A LBD mod, mIAP inh, hIAP block, MPTP inh, A3G deaminase, MIN6 prolif
- O=C(COC(=O)C1(c2ccc(F)cc2)CCCC1)N1CCN(C(=O)c2ccco2)CC1
→ 0.87, 0.92, -21, 0, 8, 13, -5.2, -7, 1
- COc1ccc(-c2nnn(CC(=O)NC(=O)NC3CCCCC3)n2)cc1OC
→ 0.81, 1, 1, 0, 0, 19, -0.2, -7, -1
- O=c1[nH][nH]c(=O)c2cc(N3CCCC3)ccc12
→ 1, 1.1, -4, 1, -10, -4, -0.5, -7, -2
- c1ccc(CCCNCC2COc3ccccc3O2)cc1 (stereo not given)
→ 1.1, 1, -4, -3, -1, -12, -0.9, -6, -3
- Cc1ccn2c(=O)c(C(=O)NCCN3CCOCC3)c(O)nc2c1
→ 0.98, 1, -2, 2, 0, 2, -1.4, -5, 1
- O=C(NCc1ccccc1)c1ccc(-c2ccc(F)cc2)o1
→ 1, 1, 4, -4, -2, -2, 0.6, -2, 1
- COc1ccc(NC(=O)c2ccc(Br)o2)c([N+](=O)[O-])c1
→ 1.2, 0.97, 4, 3, 2, -16, 2.5, -2, -3
- O=C(NCc1ccco1)C(c1ccccc1F)N(Cc1cccnc1)C(=O)Cn1nnc2ccccc21 (stereo not given)
→ 1, 0.96, -3, 11*, 4, -3, 0.4, -6, -3
- CC(C)(C)c1ccc(/C=N/NC(=S)Nc2cccnc2)cc1
→ 1, 1, -1, ., -1, -3, ., -2, -3
- Cc1ccc(C2CC(=O)Nc3cc4c(cc32)OCCO4)s1 (stereo not given)
→ 1.1, 1, -4, ., 0, -7, -0.1, 0, -3
- CC(C)(Oc1ccc(Cl)cc1)C(=O)NC1CC1
→ 0.86, 1, -1, -1, -2, 14, -0.4, -5, 1
- O=C(Cc1ccc(Cl)c(Cl)c1)Nc1ccc2[nH]c(=O)[nH]c2c1
→ 1, 0.95, 3, 6, 5, 0, -1.8, -11, -3
- COc1ccc(-c2cc(C(=O)N(C)Cc3nc4ccccc4c(=O)[nH]3)c3ccccc3n2)cc1OC
→ 1, 1.1, -2, -2, -5, -2, -0.5, -7, 0
- COc1ccc(S(=O)(=O)NCC(=O)N(CC(=O)NCc2ccccc2)Cc2ccco2)cc1
→ 1, 1.1, 1, -2, -15, -4, 0.3, -2, -1
- O=C(COc1ncnc2sccc12)Nc1cccc(S(=O)(=O)N2CCOCC2)c1
→ 0.98, 1.1, -1, 0, -7, 2, -1.8, -8, 2
- CCOc1ccc(C(=O)NCC(=O)OCCCC(=O)c2ccc(F)cc2)cc1OCC
→ 0.9, 1, -4, 1, -3, 10, -2.1, -11, 14*
- Cc1nc2ncc(Br)cc2[nH]1
→ 0.89, 0.95, 5, -5, 5, 11, -1.3, 1, 0
- O=C1/C(=C/c2ccc(Br)cc2)Oc2cc(O)ccc21
→ 0.77, 0.86, -11, 16*, 14, 23, 32, -21, -6
- Nc1ccc(-c2cc(-c3cccc(N)c3)nc(-c3ccccc3)n2)cc1
→ 0.97, 1, -3, 22*, -5, 3, 0.6, -11, 1
- CSc1ncccc1C(=O)Nc1cccc(S(=O)(=O)N2CCCC2)c1
→ 0.94, 0.96, 0, 1, 4, 6, -0.3, -5, -2
- CC1(C)CC(=O)c2cc(NC(=O)c3ccc(F)cc3)c(=O)oc2C1
→ 1.1, 1, 2, 0, -2, -5, -2.3, -5, -4
- S=C(NCCCN1CCOCC1)NC1CC1
→ 0.94, 0.97, -3, -1, 3, 6, -2.2, -7, 3
- Cc1ccccc1C(=O)NNC(=O)/C=C\C(=O)O
→ 1.1, 0.96, -9, 0, 4, -7, 0.7, 13, -2
- CCOC(=O)C(NCc1ccccn1)(NC(=O)c1cccnc1)C(F)(F)F (stereo not given)
→ 0.9, 1.1, 0, -7, -9, 10, 0.1, -4, 0
- CC1(C)Cc2c(sc3nc4n(c(=N)c23)CCCCC4)CO1
→ 0.8, 0.89, -4, 1, 11, 20, -0.3, -5, 0
- O=C(COC(=O)c1cnccn1)Nc1ncc(C(F)(F)F)cc1Cl
→ 1.1, 1, 1, -1, -3, -7, -0.9, 3, -1
- COc1ccc(N2CCN(S(=O)(=O)c3ccc(OC)c(C(=O)N4CCCC4)c3)CC2)cc1
→ 0.94, 1.1, -6, 0, -8, 6, 1.6, -5, -1
- COc1ccc(CNC(=O)CNC(c2ccccc2)c2ccccc2)cc1OC
→ 1, 0.98, -3, 1, 2, -1, 1.5, -12, 2
- COc1ccc(/C=N/NC(=O)CNc2n[nH]c(=O)[nH]c2=O)cc1OC
→ 1.2, 1.1, -1, 0, -5, -23, -0.3, -6, 0
- Cc1ccc(Cn2c(N)c(S(=O)(=O)c3cccs3)c3nc4ccccc4nc32)cc1
→ 0.88, 1, -5, 5, 0, 12, 32, -7, -1

New compounds follow:
Compound	hIAP act	mIAP act	APOBEC3A inh	GRIN3A LBD mod	mIAP inh	hIAP block	MPTP inh	A3G deaminase	MIN6 prolif
Cc1cc2[nH]c(=O)c(=O)[nH]c2cc1S(=O)(=O)Nc1cccc(C)c1C	1.2	1	-3	-4	-4	-19	-0.8	-4	0
C/C=C(/C)C(=O)Nc1cccc(C2=NOC3(C2)C[C@H](C(N)=O)N(C(=O)c2ccccc2)C3)c1 (stereo not given in full)	0.92	1.1	1	0	-9	8	-2.1	-5	-1
O=C(CSc1n[nH]c(-c2ccccc2O)n1)N1CCCc2ccccc21	1	0.92	-2	-10	8	0	6.9	-5	-2
Cc1cc(Br)cc(Br)c1OCC(=O)NNC(=O)CCC(=O)NCc1ccccc1	1.8	0.88	-3	1	12	-78	-0.4	0	-4
Cn1ncn2c(=O)c3c(nc12)-c1ccccc1CC31CCCC1	0.95	1	33	1	0	5	3.9	4	4
Cc1ccc(C(=O)Nc2ccccc2C(=O)Nc2ccccn2)cc1Cl	1.2	0.98	-7	-3	2	-24	3.5	1	-5
Cc1ccc2c3c1C1(C(=O)N3C(C)(C)CC2C)C(C#N)=C(N)Oc2cc(O)ccc21 (stereo not given)	1.1	0.96	-5	-23	4	-13	-0.3	-3	-5
Cc1ccc2nc(NC(=O)CN3C(=O)NC4(CCCCC4)C3=O)sc2c1	0.86	0.96	-3	0	4	14	-1.0	-2	-7
Cc1cc(C)cc(NC(=S)NCc2cccnc2)c1	1	1	-4	-6	-1	-2	1.4	-3	1
Cc1nnc(NC(=O)c2ccc3c(c2)C(=O)N(CCC(C)C)C3=O)s1	0.79	1	-2	-6	-1	22	1.8	-8	0
CC(=O)Nc1ccc(C(=O)COC(=O)C2CC2)c(F)c1	0.81	0.95	-1	1	5	19	0.5	-8	5
CCNC(=O)CC1SC(=Nc2ccc(Cl)cc2)N(CC)C1=O (stereo not given)	0.89	0.95	-1	0	5	11	0.4	-6	4
COc1ccc(CC(NC(C)=O)C(=O)NC2CCN(C(=O)C3CCCCC3)CC2)cc1OC (stereo not given)	1.1	0.99	14	-2	1	-6	-1.3	-9	0
CC1Cc2cc(-c3csc(NC(=O)Cc4ccccc4)n3)ccc2N1S(C)(=O)=O (stereo not given)	0.72	1.2	5	-1	-21	28	1.7	-1	0
CCCCOc1ncnc2c1[nH]c1ccc(F)cc12	1.1	1.1	-2	0	-10	-10	95*	-3	-4
COc1ccc2nc3oc(C(=O)N4CCN(c5ccccc5F)CC4)cc3cc2c1	0.83	0.93	0	7	7	17	-1.5	-2	-2
Cc1ccc(C(=O)Nc2cc(Cl)ccc2OC(=O)c2ccc(C)cc2)cc1	1.1	0.91	2	.	9	-7	.	3	-2
CCn1cc(C(=O)N[C@H](C(=O)O)C(C)C)c(=O)c2cc3c(cc21)OCO3	0.88	0.95	0	2	5	12	0.7	-5	-1
CCN1C(=NCCOC)N[C@@H](c2ccccc2)[C@H](C(=O)OC)[C@H]1C	0.98	1.1	46*	-1	-6	2	0.1	9	-2
Cn1nnnc1SCCNC(=O)C1CCC(=O)N(Cc2ccccc2F)C1 (stereo not given)	1	1.1	-3	1	-5	-2	0.5	-5	0
Cc1cccc(NC(=O)C2C3CCC4C(CCC32)C4(Cl)Cl)c1 (stereo not given)	1	1.3	1	13*	-26	0	41	-1	0
Cc1ccc(Nc2nc(COC(=O)COc3ccc(C=O)cc3)cs2)cc1	0.94	0.94	6	10*	6	6	-1.3	-3	-2
CCC(C)N(NC(C)=O)c1nc(Cl)nc(NC(C)C)n1 (stereo not given)	1.1	0.96	0	-1	4	-11	-1.0	-7	-3
CN=C(NC)SC1CC(=O)N(c2ccccc2)C1=O (stereo not given)	0.98	1	0	0	-2	2	0.9	-4	3
CCN(C(=O)CSc1nnc(Nc2ccc(OC)cc2)s1)C1CCS(=O)(=O)C1 (stereo not given)	1	1	7	0	-4	-1	-3.9	1	-5
Cc1ccc(C(=O)NNC(=O)CSc2nnc(-c3ccncc3)n2-c2ccc(C)cc2)cc1	1.7	0.97	-2	.	3	-69	-5.8	-10	-3
CCOC(=O)c1ccc(NC(=O)Cn2cccc2)cc1	1.1	1.1	-2	-1	-10	-14	1.1	-2	-4
O=C(O)C/C(=C\c1cc(Br)cs1)c1nc2ccccc2o1	0.78	1	1	-1	0	22	-1.9	7	-1

A second format for some results above:
> CCN(C(=O)CSc1nnc(Nc2ccc(OC)cc2)s1)C1CCS(=O)(=O)C1 (stereo not given)
  hIAP act: 1; mIAP act: 1; APOBEC3A inh: 7; GRIN3A LBD mod: 0; mIAP inh: -4; hIAP block: -1; MPTP inh: -3.9; A3G deaminase: 1; MIN6 prolif: -5
> Cc1ccc(C(=O)NNC(=O)CSc2nnc(-c3ccncc3)n2-c2ccc(C)cc2)cc1
  hIAP act: 1.7; mIAP act: 0.97; APOBEC3A inh: -2; GRIN3A LBD mod: .; mIAP inh: 3; hIAP block: -69; MPTP inh: -5.8; A3G deaminase: -10; MIN6 prolif: -3
> CCOC(=O)c1ccc(NC(=O)Cn2cccc2)cc1
  hIAP act: 1.1; mIAP act: 1.1; APOBEC3A inh: -2; GRIN3A LBD mod: -1; mIAP inh: -10; hIAP block: -14; MPTP inh: 1.1; A3G deaminase: -2; MIN6 prolif: -4
> O=C(O)C/C(=C\c1cc(Br)cs1)c1nc2ccccc2o1
  hIAP act: 0.78; mIAP act: 1; APOBEC3A inh: 1; GRIN3A LBD mod: -1; mIAP inh: 0; hIAP block: 22; MPTP inh: -1.9; A3G deaminase: 7; MIN6 prolif: -1
